Screens from PubChem.
IMPase inh = cell-permeable inhibitors of inositol monophosphatase (IMPase); P97697; CHO-M1 cells, IP1 accumulation, HTRF TR-FRET ratio; inhibition (IP1 accumulation), % at 46.1 µM; 120,000 tested, under 10 active; AID 901; active = well fitted curve in the direction sought with a large enough effect in the signal ratio, not every such curve was filed as active; inconclusive = small, poorly fitted or top-dose-only effect, or a change in a side signal; inactive = no such curve, though single readings can be large or run the other way; the % refers to the signal ratio;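 note: cells stimulated with carbachol in lithium chloride buffer; plate controls were DMSO basal wells for no effect and reference inhibitor wells for full effect; higher means more IMPase inhibition seen as more IP1 and lower FRET ratio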
Target sequence (P97697 whole entry, looked up): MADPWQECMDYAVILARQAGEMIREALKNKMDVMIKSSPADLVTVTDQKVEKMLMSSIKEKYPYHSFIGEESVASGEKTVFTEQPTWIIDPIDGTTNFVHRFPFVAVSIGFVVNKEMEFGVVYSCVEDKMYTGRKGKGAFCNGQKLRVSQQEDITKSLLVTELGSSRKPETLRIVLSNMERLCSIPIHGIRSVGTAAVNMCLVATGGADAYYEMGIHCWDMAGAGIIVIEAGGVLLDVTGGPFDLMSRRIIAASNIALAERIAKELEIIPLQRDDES
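Elevated IP1 in lysates lowers TR-FRET signal (665/620 ratio and 620 channel reported). Cells were CHO-M1, given carbachol (50 uM as added) plus 50mM LiCl, pH 7.4, 30 min, 37C; compounds titrated up to 46 uM; AC50 by Hill equation.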
PNC inhibitor = perinucleolar compartment assembly inhibition | PC3M PTB-GFP, PNC prevalence imaging, 16 h; active compounds read low | activity change (PNC), negative = inhibition, % at 10 µM | actives 3.1% (n = 140,000) | AID 2417;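 active = readout at or below -70, meaning at least 70% loss of cells showing the perinucleolar compartment, a nuclear body marking cancer cells; inconclusive = readout between -30 and a set limit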;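 note: plate controls were DMSO wells for no effect and camptothecin positive control wells for full effect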
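PC3M cells stably expressing PTB-GFP, 750–1000 cells/well, treated 16 h at 37 °C with compound (23 nl of library stock), in duplicate. After paraformaldehyde fixation and Hoechst stain, imaged at 20x; PNC prevalence scored by image analysis.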
12-hLO inh = blocks human 12-lipoxygenase activity | P18054 | purified 12-hLO, xylenol orange hydroperoxide absorbance | Potency, µM (doses to about 57.1 µM), inactives show at the top dose activity change, negative = inhibition, usual class: inhibitors | actives 0.12% (n = 150,000) | AID 1452; note: potency is the fitted concentration of half-maximal effect; nearly all actives have a fitted effect of over 55% in size; many of its hits are not listed in these tables
Target sequence (P18054 whole entry, looked up): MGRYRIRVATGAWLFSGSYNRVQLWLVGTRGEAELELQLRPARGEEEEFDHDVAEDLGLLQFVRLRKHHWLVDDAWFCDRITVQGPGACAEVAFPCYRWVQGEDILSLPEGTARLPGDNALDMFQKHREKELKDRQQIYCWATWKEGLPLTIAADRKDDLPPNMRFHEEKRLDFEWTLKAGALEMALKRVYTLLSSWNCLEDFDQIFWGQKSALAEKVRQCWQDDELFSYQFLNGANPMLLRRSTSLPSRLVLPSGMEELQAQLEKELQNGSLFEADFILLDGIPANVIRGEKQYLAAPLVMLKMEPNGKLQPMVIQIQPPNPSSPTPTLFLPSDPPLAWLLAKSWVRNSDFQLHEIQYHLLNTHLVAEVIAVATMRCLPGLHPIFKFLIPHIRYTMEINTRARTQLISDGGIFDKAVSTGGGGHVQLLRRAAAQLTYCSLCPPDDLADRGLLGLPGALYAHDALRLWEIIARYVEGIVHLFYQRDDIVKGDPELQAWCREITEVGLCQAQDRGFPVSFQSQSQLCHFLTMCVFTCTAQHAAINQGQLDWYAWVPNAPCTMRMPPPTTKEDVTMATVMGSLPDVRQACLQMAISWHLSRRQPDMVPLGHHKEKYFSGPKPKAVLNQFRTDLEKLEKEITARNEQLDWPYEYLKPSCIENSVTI
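Lipoxygenase turnover measured by absorbance at 573 and 405 nm after Fe-XO development. Human 12hLO 150 nM, arachidonate 40 uM, pH 7.0 Hepes buffer with detergent; 15 min compound preincubation, 30 min reaction.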
ALOX15B inhib = blocks human 15-lipoxygenase 2 activity; O15296; purified 15hLO-2, xylenol orange hydroperoxide absorbance; Potency, µM (titrated, usually from 57.1 µM), without a hit: at the highest dose activity change, negative = inhibition, most hits filed as inhibitors; actives 0.56% (n = 110,000); note: potency is the fitted concentration of half-maximal effect; nearly all actives have a fitted effect of over 60% in size; many of its hits are not listed in these tables
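Purified human 15hLO-2 (50 nM) preincubated 15 min with compound, then 45 uM arachidonic acid for 90 min at RT in 25 mM Hepes pH 7.5, 0.01% Triton X-100. Hydroperoxide detected by Fe-xylenol orange; 573/405 nm absorbance ratio.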
Starred values were filed as active, the others as inactive; ? = inconclusive; / = no result given; & = joins results of further samples; [ ] = another dose, or the depositor's remark. Unless noted, calls come from the whole dose curve; as a rule, active = well fitted curve in the direction sought with a large enough effect; inconclusive = small, poorly fitted or top-dose-only effect, or another doubt; inactive = no such curve, though single readings can be large; an effect the other way counts as inactive or inconclusive. Unless noted, % is set by controls: 0 for no effect and ±100 for the full control effect. Only part of the results is shown; count on the stated rates, not on these rows.

Fields: ALOX15B inhib | PNC inhibitor | IMPase inh | 12-hLO inh
- CC(C)(C)N1CC(COc2ccccc2)OC1=O (centres undefined)
  -1% | ? | -3 | -1%
- CC(c1ccccc1)n1cc(C(=O)NCc2ccncc2)nn1 (centres undefined)
  6% | ? | 6 | -1%
- COc1ccc(CCC(=O)OC(C)C(=O)c2ccc(C)cc2)cc1 (centres undefined)
  / | ? | / | -4%
- O=C(c1cccc(Br)c1)N1CCN(C(=O)c2cccc(Br)c2)CC1
  / | 176 | 0 | -1%
- Nc1nonc1-c1noc(-c2ccccc2)n1
  / | -100* | -4 | -1%
- COc1ccc(CNC(=O)C2CC(c3cccc([N+](=O)[O-])c3)=NO2)cc1 (centres undefined)
  -3% | -9 | 5 | -10%
- Cc1nc(Cl)c(C(=O)NC(C)(C)C)c(C)c1Cl
  / | 15 | / | 1%
- C[C@]12CC[C@H]3c4ccc(O)cc4CC[C@@H]3[C@H]1CC[C@@H]2OC(=O)CCc1ccccc1
  2%[11.4 µM] | / | / | -1%[11.4 µM]
- O=C(CCn1c(=O)oc2ccccc21)NCCCN1CCCC1=O
  -2% | ? | 3 | 4%
- CCn1cc(CNC(=O)c2cccc([N+](=O)[O-])c2)cn1
  / | 26 | / | -1%
- CCOc1ccc(C2C(C#N)=C(N)Oc3nc[nH]c(=O)c32)cc1OC (centres undefined)
  20% | -16 | -8 | -4%
- CCOC(=O)N1CCN(C(=O)Nc2cccc(Cl)c2)CC1
  -1% | ? | 4 | 8%
- CCOC(=O)c1sc2ccc(S(=O)(=O)N3CC(C)CC(C)C3)cc2c1N (centres undefined)
  / | -28 | / | 0%
- Cn1c(=O)cc(OCCCC(=O)NCc2ccccn2)c2ccccc21
  15% | -20 | 12 | -6%
- C=CCC1(C)C(=O)N(c2ccccc2)c2ccccc21 (centres undefined)
  / | -1 | / | 0%
- Cc1ccc(/C=N/NC(=O)c2ccc(Cn3cc([N+](=O)[O-])cn3)o2)cc1
  / | 38 | / | 1%
- CCOC(=O)c1c(-c2ccc(C)cc2)csc1NC(=S)NC(=O)c1ccccc1
  -19%[11.4 µM] | 4 | 17[1.84 µM] | ?
- COC(=O)CCC(=O)c1oc2ccc(OC)cc2c1N
  -4% | -1 | 3 | 5%
- Cn1c(Cn2nnc3ccccc32)nnc1SCC(=O)c1ccccc1F
  -16% | -25 | -1 | -6%
- Cc1nc2sc(C(c3ccc(Cl)cc3)N3CCN(c4ccccc4F)CC3)c(O)n2n1 (centres undefined)
  13% | ? | 4 | -11%
- CCNC(=S)Nc1ccc(Cl)cc1Cl
  / | -26 | / | 0%
- C1CCc2c(nc3nnnn3c2N2CCOCC2)C1
  -6% | 4 | 6 | -1%
- O=C(COc1ccccc1)NCc1nnc2c3ccccc3c(-c3ccccc3)nn12
  / | ? | -5 | -2%
- Cc1cc(C)c(C)c(Oc2ncnc(N)c2[N+](=O)[O-])c1
  / | -25 | / | -4%
- Cc1ccc(CO)cc1
  -6% | / | / | -1%
- O=C(COc1ccc2ccccc2c1)N1CCN(c2ccccc2O)CC1
  -17% | -15 | 3 | -9%
- COc1ccc(Nc2nc(-c3cccs3)nc3ccccc23)cc1
  / | ? | / | -4%
- c1ccc(-n2ncc3c(N4CCC5(CC4)OCCO5)ncnc32)cc1
  -4% | ? | 2 | -3%
- O=C(N=Nc1c(O)[nH]c2ccc([N+](=O)[O-])cc12)c1cc(-c2ccccc2Cl)nc2ccccc12
  / | 21 | / | 0%
- O=C(CN1C(=O)c2ccccc2S1(=O)=O)Nc1cccnc1
  / | ? | 9 | 2%
- Cc1nn(Cc2ccccc2)c(Cl)c1/C=N/NC(=O)c1cccnc1
  / | -5 | / | 1%
- CCOCCCn1c(=S)[nH]c2ncccc2c1=O
  -4% | 14 | -7 | 1%
- CN(C)C(=O)Cn1c(=O)n(C)c2ccccc21
  -3% | -9 | 5 | -8%
- CC1N(C)c2cccc3cccc(c23)N1C
  / | 35 | 26 | ?
- CC(=O)Oc1ccc([N+](=O)[O-])cc1N1C(=O)c2ccccc2C1=O
  / | 4 | / | 9%
- O=C(O)c1c2c(nc3ccccc13)CCCCC2
  / | 22 | / | -3%
- COC(=O)c1cc(=O)nc2sc3ccccc3n12
  -4% | 15 | 2 | -4%
- COC(=O)C1(CCSC)NC(c2ccco2)C2C(=O)N(C)C(=O)C21 (centres undefined)
  0% | ? | 1 | 2%
- COc1cccc(Sc2cc(N3CCOCC3)nc(-c3ccccc3)n2)c1
  25% | 55 | 16 | 4%
- c1ccc(Cn2nnnc2C(c2cccs2)N2CCOCC2)cc1 (centres undefined)
  3% | ? | 4 | -3%
- Cc1ccc2nc(-c3ccc(NC(=O)c4ccc(N)cc4)c(S(=O)(=O)O)c3)sc2c1
  -14%[11.4 µM] | / | / | 7%[11.4 µM]
- Cc1ccc(S(=O)(=O)N2CCCC(C(=O)N(Cc3cccs3)C3CC3)C2)cc1 (centres undefined)
  -2% | ? | 15 | -19%
- CCCCN(C(=O)CC(c1ccccc1)c1ccccc1)c1c(N)n(CCC)c(=O)[nH]c1=O
  / | ? | 1 | 2%
- CN1CCC(=NNC(=O)c2ccc(N(Cc3ccc(Cl)cc3)S(C)(=O)=O)cc2)CC1
  / | -4 | / | -21%
- Cc1nn(CCCC(=O)Nc2sc3c(c2C#N)CCC3)c(C)c1[N+](=O)[O-]
  -21% | 3 | 7 | -3%
- O=C(O)c1cc(=O)cc(C(=O)O)[nH]1
  12%&18% | 13 | -4&2 | 0%&1%
- C/C(=N\NC(=O)c1nn(C)c(C)c1Br)c1ccc(NC(=O)c2ccccc2F)cc1
  / | 2 | 6 | 0%
- CCNc1ncc2nc(-c3cccs3)c(=O)n(-c3ccc(OC)cc3)c2n1
  0% | / | / | 3%
- Nn1c(Cc2cccc3ccccc23)nnc1SCn1nnc2ccccc2c1=O
  -20% | ? | 3 | -2%
- COC(=O)C(C(=O)OC)C(C(C)C)C(C(=O)OC)C(=O)OC
  / | 28 | -4 | -4%

Next part
Fields: ALOX15B inhib | PNC inhibitor | IMPase inh | 12-hLO inh
- CCOC(=O)C1=C(C)NC(C)=C(C(=O)OCC)C1c1ccc(Br)o1
  / | -22 | / | -2%
- CCCn1c(C)nc2c(NCCCN3CCCCC3C)nc(C)nc21 (centres undefined)
  4% | / | / | 2%
- CCOC(=O)c1c(NC(=O)CN2CCCc3ccccc32)sc(C(C)=O)c1C
  / | ? | -6 | -3%
- CC(=O)NS(=O)(=O)c1ccc(NC(=O)/C=C/c2ccccc2Cl)cc1
  -12% | 12 | 7 | -3%
- O=C(CSc1ncnc2c1cnn2CCc1ccccc1)Nc1cccc(C(F)(F)F)c1
  2% | -25 | ? | 0%
- CCOC(=O)N1CCN(C(=O)CSc2nnc(Cc3ccccc3)o2)CC1
  4% | ? | 1 | -2%
- Cc1cc(C)c(C)c(C(=O)COC(=O)CNC(=O)CN2C(=O)c3ccccc3C2=O)c1C
  / | 28 | 2 | -3%
- N=c1c2c3c(sc2ncn1Cc1ccco1)CCCCC3
  / | -9 | / | 2%
- Cc1cccc(C)c1NC(=O)CSc1nnc([C@H](C)NC(=O)OC(C)(C)C)o1
  3% | -25 | -7 | -1%
- O=C(c1cccc(Cl)c1)N1CCC(=O)N(C(COCc2cccc(Cl)c2)Cc2ccccc2)CC1 (centres undefined)
  / | 13 | / | -3%
- COc1ccc(Oc2ccc3c(C(F)(F)F)cc(C(F)(F)F)nc3n2)cc1
  -3% | -4 | 5 | -3%
- O=C(OCC(=O)N1CCc2ccccc21)c1c2c(nc3ccccc13)CCCCC2
  / | -1 | / | 0%
- Cn1c(N)c(S(=O)(=O)c2ccc(Br)cc2)c2nc3ccccc3nc21
  -4% | ? | -3 | -25%
- COc1ccc(C(=O)NC(=S)Nc2ccc(N3CCCC3)cc2)cc1OC
  / | 4 | 12 | -7%
- Cn1c(=O)c2c(nc(SCc3cccnc3)n2Cc2ccc(F)cc2)n(C)c1=O
  -5% | -5 | 6 | -9%
- CN(C(=S)Nc1ccc(Oc2ccccc2)cc1)C1CCCCC1
  / | 64 | / | -17%
- Brc1cccc(-c2n[nH]c(-c3ccccc3)n2)c1
  3% | -7 | 19 | -22%
- COc1ccc(N2CCN(Cc3cc(=O)oc4ccc(C)cc34)CC2)cc1
  3% | 7 | 5 | -2%
- COC(=O)CSC1=C(C#N)C(c2ccc(Cl)cc2)C(C(=O)OC)C(=O)N1 (centres undefined)
  -1% | 42 | 11 | -9%
- Cc1ccc(C(=O)NNC(=O)CSc2nc(N)cc(N)n2)cc1
  / | 20 | / | -2%
- NC(Cc1cnc[nH]1)C(=O)Nc1ccc2ccccc2c1 (centres undefined)
  41%[activator] | / | / | 1%
- N#Cc1c(NC(=O)CSc2ccccn2)oc(-c2ccccc2)c1-c1ccccc1
  -11% | 48 | 6 | 0%
- COc1cccc(-c2cc3c(=O)n(-c4ccccc4)c(=S)[nH]c3s2)c1
  ? | 2 | ? | -24%
- CCCOc1ccc(N2C(=O)CC(N3CCN(c4ccccc4F)CC3)C2=O)cc1 (centres undefined)
  -6% | 21 | 28 | -3%
- Cc1ccc(S(=O)(=O)C2(C(=O)Nc3cccnc3)CC2)cc1
  2% | 8 | -7 | -3%
- CC(C)N(C(=O)CSc1nnc(CNc2ccc(F)cc2)o1)C(C)C
  / | -100* | -2 | -7%
- Cn1c(=O)c2c(nc(Br)n2CC(=O)C23CC4CC(CC(C4)C2)C3)n(C)c1=O
  3% | ? | 2 | 2%
- COc1cccc(-c2nnc(SCC(=O)Nc3ccc4c(c3)OCCO4)n2Cc2ccco2)c1
  2% | ? | 9 | 0%
- COc1ccc(OC)c(-n2cnnn2)c1
  -4% | -29 | -3 | -3%
- CC(C)(C)CC(C)(C)NC1=CC(=O)OC12CCCCC2
  -6% | 14 | 0 | -2%
- COc1ccc(-c2c(-c3ccc(OCC(=O)NN)cc3O)n[nH]c2C(F)(F)F)cc1
  / | ? | / | -14%
- Cc1sc2ncnc(NCCc3ccc(S(N)(=O)=O)cc3)c2c1C
  -3% | 5 | 8 | 2%
- Cc1ccc(-c2cc(-c3nnc(SCC(=O)NC(C)C(C)C)n3N)c3ccccc3n2)cc1 (centres undefined)
  5% | 36 | 6 | -4%
- COc1ccc2c(c1)CCc1c(C(=O)N3CCCc4ccccc43)noc1-2
  -10% | -18 | 5 | -12%
- C/C(=N\NC(=S)NCCc1ccccc1)c1ccc(C)cc1
  / | 246 | 2 | 14µM*
- COc1ccc(CNC(=S)Nc2ccccc2C)cc1
  -23% | ? | ? | -8%
- COc1ccc(OC(=O)c2cc(S(=O)(=O)N3CCCC3)ccc2Cl)cc1
  9% | 24 | 15 | 2%
- N#CCC(N)=C(C#N)C#N
  / | 48 | / | -1%
- COc1ccc(N2COC3c4cccc5cccc(c45)C32)cc1 (centres undefined)
  / | 11 | 7 | -10%
- Cn1c(=O)c2c(nc(NCC3CCCO3)n2Cc2cccc(Br)c2)n(C)c1=O (centres undefined)
  / | -29 | 6 | 1%
- Brc1cccc(-c2nnc3sc(CNCc4ccco4)cn23)c1
  5% | -19 | 3 | 2%
- COc1cc(C(=O)N/N=C/c2ccc(OC(=O)N3CCOCC3)cc2)cc(OC)c1OC
  / | -16 | / | 1%
- CC(C)(C)C(=O)NNc1nc(-c2ccccc2)c2cc(Br)ccc2n1
  / | ? | 3 | -2%
- CCOc1cc(NC2CS(=O)(=O)CC2O)c(OCC)cc1NC(=O)c1ccccc1 (centres undefined)
  / | 78 | 14 | -25%
- CCOC(=O)Nc1cccc(OCC(=O)Nc2ccccc2OCC)c1
  -4% | 1 | 7 | 3%
- Cc1nc(CS(=O)c2ccc(Cl)cc2)cc(NCc2ccc(Cl)cc2Cl)n1 (centres undefined)
  24% | ? | 2 | -11%

In the list so far, two contain a COOH group.
Fields: ALOX15B inhib | PNC inhibitor | IMPase inh | 12-hLO inh
- O=C(O)c1c2c(nc3ccccc13)CCCCC2
  / | 22 | / | -3%
- O=C(O)c1cc(=O)cc(C(=O)O)[nH]1
  12%&18% | 13 | -4&2 | 0%&1%
